RAM inhibit: yeast RAM network inhibition; S. cerevisiae dse1pr::URA3 reporter, 5-FOA growth OD615, 2 d; analog-sensitive cbk1-as2 kinase mutant strain; inhibition, % at 50 µM; actives 1.8% (n = 190,000);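 active = inhibition above a set limit, 3 SD over mean compound inhibition, cut at about 8.4% in these data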;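 note: 0% = DMSO-only wells with no growth and 100% = 10 µM 1-NA-PP1 full growth; inhibition rescues growth on 5-FOA so higher OD means more RAM inhibition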
STAT1 blocker: inhibitors of IFN-gamma induced STAT1 signaling; NIH 3T3 STAT1-luciferase reporter, luminescence; inhibition, % at 5.5 µM; actives 0.35% (n = 200,000);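 active = inhibition above a set limit, the mean inhibition across all tested compounds plus 3 SD, cut at about 34% in these data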;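 note: 0% = IFN-gamma with DMSO and 100% = IFN-gamma with 300 µM nifuroxazide; values of inactives mirror those of a sister screen read the other way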
STAT3 act: activators of IL-6 induced STAT3 signaling | U3A cells, IL-6 STAT3-luciferase reporter, luminescence; 100% = signal with IL-6 EC80 alone | activation (% of control), % at 5.6 µM | actives 0.91% (n = 190,000) | AID 871;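 active = activation above the screen-wide mean of compound activation plus 3 SD, cut at about 130% in these data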;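 note: 0% = background luminescence of wells with medium and substrate only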
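Material: human STAT1-deficient U3A cells with stable STAT3-luciferase reporter / Probe or stimulus: IL-6 stimulus at 33 ng/mL final / Schedule: 1 h compound pre-exposure, 6 h IL-6 stimulation, 37 °C / Technique: luminescence / Read-out basis: percent of IL-6-only median luminescence / Control set: IL-6-only high control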
FLuc inhib CS: counter-screen for luciferase assay inhibitors: firefly luciferase inhibition; inhibition, % at 10 µM; P08659; ATPLite firefly luciferase biochemical luminescence, 10 min; actives 1.5% (n = 200,000);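 active = inhibition above about 50% when tested at 10 µM, limit read from the data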
Target sequence (P08659 whole entry, looked up): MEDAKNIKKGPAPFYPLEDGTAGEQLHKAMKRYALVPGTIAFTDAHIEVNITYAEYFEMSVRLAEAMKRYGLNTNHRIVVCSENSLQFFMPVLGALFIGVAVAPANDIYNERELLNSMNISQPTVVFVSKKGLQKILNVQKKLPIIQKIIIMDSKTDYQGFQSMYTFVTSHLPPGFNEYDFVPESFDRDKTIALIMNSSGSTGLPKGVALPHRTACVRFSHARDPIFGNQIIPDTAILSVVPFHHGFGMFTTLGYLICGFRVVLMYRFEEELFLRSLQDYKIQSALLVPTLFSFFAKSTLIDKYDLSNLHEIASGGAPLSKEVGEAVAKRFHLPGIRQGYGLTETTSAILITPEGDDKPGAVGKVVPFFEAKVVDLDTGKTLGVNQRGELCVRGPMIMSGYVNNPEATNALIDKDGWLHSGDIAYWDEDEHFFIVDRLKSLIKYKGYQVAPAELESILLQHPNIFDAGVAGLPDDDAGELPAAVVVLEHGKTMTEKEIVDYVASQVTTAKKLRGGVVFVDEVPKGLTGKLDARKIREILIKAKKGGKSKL
APP transl inh: APP translation inhibition; SH-SY5Y APP 5'UTR-luciferase reporter, luminescence; inhibition, % at 2 µM; actives 0.82% (n = 190,000); AID 1285;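 active = inhibition above a set limit, derived from the sample mean plus 3 SD, cut at about 45% in these data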; note: values of inactives mirror those of a sister screen read the other way
NF-kB neuron act: raises NF-kB expression in human neuronal cells. fold change at 12.5 µM. actives 1.6% (n = 190,000). AID 1239. NF-kB reporter expression; stronger effect = higher value; in the data active = fold change above about 3.3
STAT3 blocker: inhibitors of IL-6 induced STAT3 signaling | U3A cells, IL-6 STAT3-luciferase reporter, luminescence; host cell line lacks STAT1 | actives 0.89% (n = 190,000) | inhibition, % at 5.5 µM;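 active = inhibition above the mean inhibition across all screened compounds plus 3 SD, cut at about 44% in these data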;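 note: 0% = DMSO only wells and 100% = 100 µM nifuroxazide control wells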
APP 5'UTR act: APP 5'UTR luciferase reporter activation; SH-SY5Y APP 5'UTR luciferase reporter, luminescence; zero percent = DMSO vehicle wells; activation, % at 2 µM; actives 1% (n = 190,000);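 active = activation above a set limit, based on mean plus 3 SD of controls, cut at about 140% in these data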; note: values of inactives mirror those of a sister screen read the other way
STAT1 act: STAT1 signaling activation | NIH 3T3 STAT1-luciferase reporter, IFN-gamma, luminescence; 100% = IFN-gamma alone, no compound | activation (% of control), % at 5.5 µM | actives 2.6% (n = 200,000) | AID 932;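 active = activation above the screen-wide mean activation plus 3 SD, cut at about 130% in these data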;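 note: raw ratio to IFN-gamma control signal so 100% means no change and 0% no light; values of inactives mirror those of a sister screen read the other way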
Hsp70 act: switches on Hsp70 transcription; HeLa Hsp70 promoter luciferase reporter, luminescence; scaled: vehicle 0, proteasome-inhibitor control 100%; activation, % at 10 µM; actives 0.04% (n = 200,000); AID 1203;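 active = activation above the mean across all tested compounds plus 3 SD, cutoff set per campaign, cut at about 5.5% in these data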;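 note: 100% = MG132 at 30 µM as the positive control and 0% = DMSO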
An asterisk follows results filed as active; nt = no result given. Some of the compounds tested, so the mix of outcomes need not match the whole.

SMILES	RAM inhibit	STAT1 blocker	STAT3 act	FLuc inhib CS	APP transl inh	NF-kB neuron act	STAT3 blocker	APP 5'UTR act	STAT1 act	Hsp70 act
C[C@@]1(CO)[C@H](O)CC[C@@]2(C)[C@H]1CC[C@H]1C[C@@H]3C[C@@]12CC[C@]3(O)CO	1.1	11	96	-7	83*	0.95	6	-83	90	-0.4
Cc1cccc(-n2c(O)c(C)c(=O)[nH]c2=S)c1	-0.4	6	106	-11	-12	1.4	-5	11	93	-0.2
CCOC(=O)c1cc2c(cn1)[nH]c1ccccc12	2.1	-8	100	6	-7	1.6	2	7	108	-0.2
Cc1c(C(c2ccc(F)cc2)c2c(O)c3ccccc3oc2=O)c(=O)n(-c2ccccc2)n1C (stereo not drawn)	4.0	5	96	-6	-4	1.3	4	4	96	0.3
CNC(=S)N1CC2CC(C1)c1cccc(=O)n1C2 (stereo not drawn)	0.4	-2	101	-6	1	1.1	-1	-1	102	-0.3
CCN(CC)C(=O)c1ccc(NC(=O)CCCSc2ccccc2)cc1	0.0	-3	106	-1	8	1.1	1	-8	102	0.0
Cc1nc(CCl)cc(=O)[nH]1	2.2	-7	93	-2	3	2.2	12	-3	106	-0.3
C/C(=N\N1CCN(C)CC1)c1c(O)n(Cc2ccccc2)c(=O)[nH]c1=O	0.7	-2	101	-1	-2	1.3	-6	2	102	-0.5
CCOC(=O)c1c(-c2ccccc2)oc2ccc(OC(=O)N(C)C)cc12	2.0	-9	89	-7	8	2.9	16	-8	108	-0.3
Oc1ccc(Br)cc1CN1CCN(c2ccccc2)CC1	1.8	0	89	14	-2	1.2	17	2	100	-0.1
COc1ccc(CCNCc2ccncc2)cc1OC	1.6	10	100	0	6	1.3	-1	-6	90	-0.5
OCc1cnc[nH]1	1.5	-7	104	-9	2	1.1	-2	-2	106	-0.3
CCOC(=O)c1nc2ccccc2c(=O)n1-c1cccc(C)c1	1.4	4	102	-6	2	0.85	-2	-2	96	-0.5
COc1cccc(O)c1CN1CCCC(C(=O)c2ccccc2SC)C1 (stereo not drawn)	0.4	-3	111	-2	14	0.77	-6	-14	101	-0.1
Cn1cc(CCC(=O)N2CCC3(CC2)OCCO3)c2ccccc21	0.6	2	106	-6	1	1.1	-2	-1	98	0.1
NCCCP(=O)(O)CCc1ccccc1	-0.7	5	108	-4	5	1.2	-8	-5	95	-0.1
Cc1cc(/C=C2\C(=O)NC(=O)N(Cc3ccccc3)C2=O)c(C)n1C1CC1	5.1	-4	90	-3	13	1.3	14	-13	102	-0.3
CC(C)CC1C(C#N)=C(N)Oc2c1c(=O)oc1ccccc21 (stereo not drawn)	-0.1	6	107	-6	-2	1.2	1	3	95	-0.1
O=c1[nH]c(=S)[nH]c(O)c1N=Nc1ccc(OC(F)F)cc1	6.8	-53	81	57*	-95	1.2	28	95	147*	0.2
CCN(CC)c1ccc(/C=N/c2sc3c(c2C#N)C2CCN3CC2)c(O)c1	0.4	4	95	-4	-10	0.61	3	10	97	-0.2
Cc1cc(C)nc(NS(=O)(=O)c2ccc(N=Cc3c(O)n(C)c(=O)n(C)c3=O)cc2)n1	4.6	-5	96	-7	-16	0.98	13	16	103	0.1
Cc1nnc2ccc(N3CCN(C)CC3)nn12	0.1	3	97	-4	8	1.3	9	-8	97	-0.3
CN1CCN(c2c(C#N)c(C(F)(F)F)nn2C)CC1	1.2	1	96	0	8	0.98	7	-9	97	-0.2
NC(=O)CN1C2CCC1CC(NC(=O)C1CC1)C2 (stereo not drawn)	0.6	-7	92	-1	-13	1.1	14	13	106	-0.2
COC(=O)C(O)(c1ccc(N(C)S(=O)(=O)c2ccccc2)cc1)C(F)(F)F (stereo not drawn)	1.7	-2	95	-4	6	1.3	12	-6	101	0.0
Cc1cc([P+](=O)O)c(C)n1-c1ccc(Br)cc1	4.0	6	130	-7	24	0.89	-28	-24	94	0.2
O=C1NC(=O)N(c2ccc3c(c2)OCO3)C(=O)/C1=C/c1ccsc1	2.8	3	100	-5	5	0.93	2	-5	95	-0.3
COC(=O)c1ccc(-n2c(C)nc3ccccc3c2=O)cc1	2.1	1	96	-9	-1	0.93	11	1	99	-0.1
CCN1CCN(C(=O)COc2ccc3c(c2)C(=O)CC2(CCN(C(C)=O)CC2)O3)CC1	-0.1	-5	99	3	nt	0.99	1	nt	99	-0.2
Cc1cc(C)c(NC2=NCCCS2)c(C)c1	0.1	3	101	-1	0	1.1	2	0	97	-0.2
CCCCn1c(O)c(C=NC2CC3CCC2(C)C3(C)C)c(=O)[nH]c1=O (stereo not drawn)	2.3	-21	99	-6	-4	1.1	5	5	119	-0.4
CCC(=NCc1ccc2c(c1)OCO2)c1c(O)n(C)c(=O)n(C)c1=O	6.0	17	76	-4	-12	0.65	34	12	85	-0.4
COC(=O)C(O)(c1ccc(N(C)C)cc1)C(F)(F)F (stereo not drawn)	0.4	-13	113	-4	4	1.1	-14	-4	111	0.2
O=C(COC(=O)c1cccc(O)c1)Nc1ccc(Cl)cc1C(=O)c1ccccc1	1.7	2	107	-6	7	0.82	-3	-7	98	-0.5
CC(NC1=NCCS1)c1ccccc1 (stereo not drawn)	2.8	1	102	-5	-17	1.3	0	17	99	0.3
CSc1ccc(CN2CCN(C(=O)COc3ccc(C)cc3)CC2)cc1	2.6	-5	92	-3	8	1.1	15	-8	104	-0.4
CC1CCN(C(=O)c2ccc(N3CC4CC(C3)c3cccc(=O)n3C4)c([N+](=O)[O-])c2)CC1 (stereo not drawn)	0.1	0	100	-7	2	1.1	-2	-2	100	0.0
O=P(NC(c1ccccc1)c1ccccc1)(Oc1ccccc1)Oc1ccccc1	9.3*	6	106	-3	5	1.2	-10	-5	96	-0.4
COc1ccc(Nc2ncc(C(=O)N3CCC4(CC3)OCCO4)c3ccccc23)cc1	0.9	3	93	0	-6	0.63	14	6	98	-0.1
CN(C)c1ccc(/C=C/[N+](=O)[O-])cc1	0.0	3	104	0	-15	1.4	-7	15	98	0.0
CN1CCN(c2ccc([N+](=O)[O-])c(NCC3CCCO3)c2)CC1 (stereo not drawn)	3.6	1	92	1	-14	1.4	14	14	100	-0.4
CCn1c(=N)n(Cc2ccccc2F)c2ccccc21	-0.6	3	104	-7	-5	0.85	-2	5	97	-0.5
CN(C)C(=O)On1c(-c2ccccc2)nc2ccc(Cl)cc21	2.6	-4	104	-4	-30	1.6	2	30	104	-0.1
CCCCn1c(N)c(C(=O)NCc2cccs2)c2nc3ccccc3nc21	5.0	-4	100	-6	7	0.72	4	-7	104	-0.3
COc1ccc(NC(=O)N2CCC3(CC2)OCCO3)cc1	2.0	-7	103	1	-14	1.3	6	14	106	0.5
COCCCn1c(N)c(C(=O)NCCC(C)C)c2nc3ccccc3nc21	-1.5	-1	100	-3	4	0.49	9	-4	101	-0.2
O=C1CC(c2cccnc2)=NN1c1ccc(Cl)cc1Cl	0.1	-9	99	-3	-5	1.1	7	5	108	0.0
Clc1ccc(Cn2ccnc2)cn1	1.3	-3	104	-3	-14	1.2	2	14	101	-0.1
CC(C)Sc1nnc([C@@H](N)Cc2ccccc2)o1	-0.1	2	104	-2	-8	1.3	0	8	98	-0.3
NS(=O)(=O)c1ccc(N=Cc2c(O)n(C3CCCCC3)c(=O)n(C3CCCCC3)c2=O)cc1	0.3	0	110	-6	1	1.9	-6	-1	100	0.2

At a glance, part of the list above.
SMILES	RAM inhibit	STAT1 blocker	STAT3 act	FLuc inhib CS	APP transl inh	NF-kB neuron act	STAT3 blocker	APP 5'UTR act	STAT1 act	Hsp70 act
CN1CCN(c2ccc([N+](=O)[O-])c(NCC3CCCO3)c2)CC1 (stereo not drawn)	3.6	1	92	1	-14	1.4	14	14	100	-0.4
CCn1c(=N)n(Cc2ccccc2F)c2ccccc21	-0.6	3	104	-7	-5	0.85	-2	5	97	-0.5
CN(C)C(=O)On1c(-c2ccccc2)nc2ccc(Cl)cc21	2.6	-4	104	-4	-30	1.6	2	30	104	-0.1
CCCCn1c(N)c(C(=O)NCc2cccs2)c2nc3ccccc3nc21	5.0	-4	100	-6	7	0.72	4	-7	104	-0.3
COc1ccc(NC(=O)N2CCC3(CC2)OCCO3)cc1	2.0	-7	103	1	-14	1.3	6	14	106	0.5
COCCCn1c(N)c(C(=O)NCCC(C)C)c2nc3ccccc3nc21	-1.5	-1	100	-3	4	0.49	9	-4	101	-0.2
O=C1CC(c2cccnc2)=NN1c1ccc(Cl)cc1Cl	0.1	-9	99	-3	-5	1.1	7	5	108	0.0

Next compounds follow:
SMILES	RAM inhibit	STAT1 blocker	STAT3 act	FLuc inhib CS	APP transl inh	NF-kB neuron act	STAT3 blocker	APP 5'UTR act	STAT1 act	Hsp70 act
Cc1cccnc1-n1c(C)nc2ccccc2c1=O	0.6	-1	102	-8	5	1.1	-2	-5	101	-0.1
CN1CCN(Cc2ccccc2C(F)(F)F)CC1	-1.1	0	101	-8	-4	1.3	5	4	101	-0.3
COc1ccc(NP(=O)(Oc2ccc(Cl)cc2)Oc2ccc(Cl)cc2)cc1OC	9.5*	5	104	-10	1	1	-8	-1	96	-0.3
CN(C)C(=O)Oc1ccc(OCc2nc3ccccc3[nH]2)cc1	1.4	-4	54	80*	-88	1.7	58*	88	103	-0.5
NC(=O)Nc1cccc(C(F)(F)F)c1	1.8	-3	101	-8	-16	1.2	3	16	102	-0.3
COc1ccc(CC(=O)N2CCN(C)CC2)cc1OC	1.6	7	98	-8	-1	0.98	7	1	93	-0.2
Nc1c(C(=O)NCCCc2ccccc2)c2nc3ccccc3nc2n1Cc1cccs1	3.9	-1	111	-3	-10	0.67	-9	9	101	-0.2

Given with bars between the fields: entries from further up
Structure | RAM inhibit | STAT1 blocker | STAT3 act | FLuc inhib CS | APP transl inh | NF-kB neuron act | STAT3 blocker | APP 5'UTR act | STAT1 act | Hsp70 act
CNC(=S)N1CC2CC(C1)c1cccc(=O)n1C2 (stereo not drawn) | 0.4 | -2 | 101 | -6 | 1 | 1.1 | -1 | -1 | 102 | -0.3
CCN(CC)C(=O)c1ccc(NC(=O)CCCSc2ccccc2)cc1 | 0.0 | -3 | 106 | -1 | 8 | 1.1 | 1 | -8 | 102 | 0.0
Cc1nc(CCl)cc(=O)[nH]1 | 2.2 | -7 | 93 | -2 | 3 | 2.2 | 12 | -3 | 106 | -0.3
C/C(=N\N1CCN(C)CC1)c1c(O)n(Cc2ccccc2)c(=O)[nH]c1=O | 0.7 | -2 | 101 | -1 | -2 | 1.3 | -6 | 2 | 102 | -0.5

Screening results: PubChem, several laboratories
